BLM helicase inh – qHTS Assay for Inhibitors of Bloom's syndrome helicase (BLM). RecQ-like DNA helicase BLM (Homo sapiens), P54132. recombinant BLM DNA unwinding, fluorescence dequenching. Potency, µM (series often up to 56.1 µM), for inactives: at the highest dose activity change, negative = inhibition, usual class: inhibitors. actives 0.2% (n = 350,000). AID 2528, 2010;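 further: plate controls were vehicle for no effect and no enzyme for full effect; nearly all actives have a fitted effect of over 35% in size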
G9a inh – qHTS Assay for Inhibitors of Histone Lysine Methyltransferase G9a | Histone-lysine N-methyltransferase EHMT2 (Homo sapiens), Q96KQ7 | G9a H3K9 monomethylation, AlphaScreen, 2 h | Potency, µM (series often up to 102 µM), without a hit: top-dose activity, negative = inhibition, most hits filed as inhibitors | actives 8.8% (n = 350,000); further: on the % scale 0 is the no-effect control and ±100 the full control effect; nearly all actives have a fitted effect of over 75% in size
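Quantitative HTS format: methyltransferase activity on a biotin-tagged H3K9 peptide is measured by AlphaScreen, using a rabbit anti-monomethyl-H3K9 antibody with streptavidin donor and anti-IgG acceptor beads. Final levels are 20 nM enzyme, 500 nM peptide, 20 uM SAM; 2 h RT.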
Pol iota inh – qHTS for Inhibitors of Polymerase Iota. DNA polymerase iota (Homo sapiens), Q9UNA4. Pol iota fluorescent replication assay, 10 min. Potency, µM (top dose mostly 115 µM), without a hit: top-dose activity, negative = inhibition, actives largely listed as inhibitors. actives 1% (n = 390,000). AID 588590, 2011
Target sequence (Q9UNA4 whole entry, looked up): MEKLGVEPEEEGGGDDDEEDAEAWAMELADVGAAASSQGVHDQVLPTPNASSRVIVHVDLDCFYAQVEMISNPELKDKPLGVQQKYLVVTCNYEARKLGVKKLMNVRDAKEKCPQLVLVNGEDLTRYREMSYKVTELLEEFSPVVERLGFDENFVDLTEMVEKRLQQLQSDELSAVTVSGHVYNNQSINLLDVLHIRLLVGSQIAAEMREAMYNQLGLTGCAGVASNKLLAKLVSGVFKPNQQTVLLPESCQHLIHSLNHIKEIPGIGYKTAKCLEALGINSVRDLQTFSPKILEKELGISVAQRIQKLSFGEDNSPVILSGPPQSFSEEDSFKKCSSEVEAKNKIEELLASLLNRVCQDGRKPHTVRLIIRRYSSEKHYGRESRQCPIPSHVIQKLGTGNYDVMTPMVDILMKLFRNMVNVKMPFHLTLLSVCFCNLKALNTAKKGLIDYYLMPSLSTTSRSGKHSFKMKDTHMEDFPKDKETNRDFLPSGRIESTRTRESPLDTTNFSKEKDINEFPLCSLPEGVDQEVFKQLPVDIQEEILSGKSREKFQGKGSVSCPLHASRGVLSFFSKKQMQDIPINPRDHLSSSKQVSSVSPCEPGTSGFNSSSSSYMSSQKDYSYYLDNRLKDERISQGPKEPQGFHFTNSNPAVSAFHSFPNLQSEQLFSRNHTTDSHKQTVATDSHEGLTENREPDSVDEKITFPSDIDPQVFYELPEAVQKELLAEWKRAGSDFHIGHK
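Fluorescent replication assay read twice, at 0 min and 10 min after adding 50 nM (final) substrate. Enzyme (10 nM) and compounds were first incubated 15 min at room temperature; enzyme-free buffer wells were negative controls.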
BAZ2B block – qHTS Assay for Inhibitors of BAZ2B; AlphaScreen BAZ2B-H3K14Ac peptide displacement; Bromodomain adjacent to zinc finger domain protein 2B (Homo sapiens), Q9UIF8; actives 4.4% (n = 360,000); Potency, µM (titrated, usually from 114 µM), for inactives: at the top dose activity change, negative = inhibition, actives largely listed as inhibitors; AID 504333, 2011; further: on the % scale 0 is the no-effect control and ±100 the full control effect; nearly all actives have a fitted effect of over 60% in size
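AlphaScreen displacement: compounds (up to 110uM) incubated 30 min at room temperature with a preformed 50 nM BAZ2B/50 nM biotinylated H3K14Ac peptide complex in PBS pH 7.4 with Tween-20. Donor and acceptor beads at 10 ug/mL final added, 20 min light-protected before reading.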
POLK inh – qHTS for Inhibitors of Polymerase Kappa; Potency, µM (series often up to 107 µM), inactives show top-dose activity, negative = inhibition, most hits filed as inhibitors; purified Pol kappa, fluorescent DNA synthesis assay, 10 min; AID 588579, 2011; DNA polymerase kappa (Homo sapiens), Q9UBT6; actives 0.53% (n = 400,000); further: on the % scale 0 is the no-effect control and ±100 the full control effect
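Fluorescent qHTS in 1536-well format: enzyme (10 nM) and compound sat 15 min at room temperature before 50 nM substrate (final) was added. Signal taken at 0 and 10 min; no-enzyme buffer wells were negative controls.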
APE1 inh – qHTS Assay for Inhibitors of the Human Apurinic/apyrimidinic Endonuclease 1 (APE1). AID 2517, 2012. DNA repair nuclease/redox regulator APEX1 (Homo sapiens), P27695. recombinant APE1, TAMRA/BHQ-2 abasic DNA cleavage fluorescence. actives 0.35% (n = 350,000). Potency, µM (doses to about 65.8 µM), for the others: at the top dose activity change, negative = inhibition, usual class: inhibitors;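 further: plate controls were vehicle for no effect and reference inhibitor for full effect; nearly all actives have a fitted effect of over 55% in size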
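APE1 at 0.75 nM preincubated 15 min at room temperature with compound. Reaction then started with 50 nM double-stranded THF-abasic substrate labelled with TAMRA/BHQ-2, and 525/598 nm fluorescence read kinetically. Activity taken as third-minus-first read difference, normalized to DMSO and NSC13755 controls.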
Apoferritin bind – qHTS Assay for Identification of Novel General Anesthetics. actives 0.074% (n = 350,000). apoferritin/1-aminoanthracene competitive binding, fluorescence. AID 485281, 2010. Ferritin light chain (Equus caballus), P02791. Potency, µM (doses to about 77.5 µM), inactives show top-dose activity change, negative = displacement, usual class: inhibitors; further: on the % scale 0 is the no-effect control and ±100 the full control effect; nearly all actives have a fitted effect of over 20% in size
Target sequence (P02791 2-175 limits assumed): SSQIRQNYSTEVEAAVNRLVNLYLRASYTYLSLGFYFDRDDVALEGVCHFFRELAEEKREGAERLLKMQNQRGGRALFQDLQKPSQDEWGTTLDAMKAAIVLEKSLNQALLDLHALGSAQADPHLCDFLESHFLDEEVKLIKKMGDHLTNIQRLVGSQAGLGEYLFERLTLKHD
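Apoferritin-based anesthetic binding model; compound displacement of fluorescent 1-AMA measured as endpoint fluorescence after 10 minutes at room temperature, scaled to free-ligand and complex controls.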
Pol beta inh – qHTS Assay for Inhibitors of DNA Polymerase Beta; P06746; Pol beta primer extension/strand displacement, fluorescence kinetic; Potency, µM (series often up to 114 µM), inactives show at the highest dose activity change, negative = inhibition, usual class: inhibitors; actives 1.3% (n = 340,000); further: on the % scale 0 is the no-effect control and ±100 the full control effect
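Human Pol beta at 10 nM; strand-displacement substrate 50 nM final. Compound exposure 15 min at room temperature before start, reaction 10 min at room temperature.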
POLH inh – qHTS for Inhibitors of Polymerase Eta; DNA polymerase eta (Homo sapiens), Q9Y253; recombinant Pol eta, fluorescent DNA replication assay; Potency, µM (titrated, usually from 114 µM), without a hit: at the top dose activity change, negative = inhibition, hits mostly inhibitors; actives 1.2% (n = 390,000); AID 588591, 2011; further: on the % scale 0 is the no-effect control and ±100 the full control effect
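Pol eta at 10 nM preincubated with compounds 15 min at room temperature; reaction started with fluorescent substrate (50 nM final) and read kinetically at 0 and 10 min.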
* = called active by the depositor; ? = inconclusive; . = no result given; & = joins results of further samples; [ ] = dose if it differs, or a comment. The call rests on the fitted dose curve; in most records, active means well fitted curve in the direction sought with a large enough effect; inconclusive means small, poorly fitted or top-dose-only effect, or another doubt; inactive means no such curve, though single readings can be large; an effect the other way counts as inactive or inconclusive. Potency means the concentration at half of the fitted maximal effect. The list is partial; count on the stated rates, not on these rows.

SMILES	BLM helicase inh	G9a inh	Pol iota inh	BAZ2B block	POLK inh	APE1 inh	Apoferritin bind	Pol beta inh	POLH inh
CCCCN1C(Nc2ccccc2)=NC[C@@H]1Cc1ccccc1	.	-22%[2.33 µM]	?	1%	8%	35%	.	.	-8%
CCOc1ccc(-n2c(=O)c3c4c(sc3n(CC(=O)Nc3cccc(C(F)(F)F)c3)c2=O)CCCCC4)cc1	-12%	3%[59 µM]	-23%	-2%	9%	.	-8%	7%	-16%
CCc1nc(CN2CCCC(C(=O)c3ccc4c5c(cccc35)CC4)C2)c(C)[nH]1 (stereo not drawn)	0%	?	66%[activator]	?	-1%	-1%	-7%	?	-7%
CC1CCN(C(=O)Cn2c(-c3cccs3)cc3cc(Cl)ccc32)CC1	-5%	-3%[59 µM]	20%	4%	-12%	.	32%[activator]	?	?
CN(C)C(CNC(=O)C1CCCN(C(=O)c2ccc(Cl)cc2)C1)c1ccco1 (stereo not drawn)	-6%	?	1%	-8%	-5%	19%	-10%	21%	4%
NC(=O)C1CCN(Cc2cccc(OCc3ccccc3)c2)CC1	-10%	.	93%[activator]	?	-10%	-5%	-7%	0%	-12%
CCOC(=O)C1=C(CN2CCN(c3cccc(OC)c3)CC2)NC(=O)NC1c1ccc(OC)cc1 (stereo not drawn)	-3%	-28%[59 µM]	13%	?	-21%	.	-3%	-22%	-27%
O=c1c2ccccc2sn1-c1cc(S(=O)(=O)N2CCOCC2)ccc1N1CCOCC1	3%	.	38%&26%[activator]	3.5µM*	3%&0%	-4%	-1%	11%	-11%
C/C(=N\NC(=O)c1ccoc1C)c1ccc(Br)s1	-5%	45%[activator]	16%	17%	3%	58%[activator]	-6%	-1%	-13%
CN1C(=O)Cc2cc(S(=O)(=O)N3CCN(c4ccc(Cl)cc4)CC3)ccc21	-6%&1%	-2%[0.0925 µM]	36%&0%[activator]	-3%&5%	-10%	-3%	-20%&-4%	2%&1%	-6%&-10%
Cc1ccc(C)c(OCC(=O)NNC(=O)C2CC2)c1	0%	19%	?	-9%	-4%	18%	-5%	-9%	-3%
Cc1ccc(/C=c2\sc3nc(-c4ccco4)nn3c2=O)o1	25µM*	18µM*	?	50µM*	28µM*	5.6µM*	?	28µM*	3.5µM*
COc1ccc(-c2csc(NC(=O)c3ccccc3F)c2C(=O)O)cc1	-2%	-19%	-16%	-14%	-20%	-9%	1%	25%	2%
O=C(Nc1ccc(Br)cc1)c1ccc(F)c(S(=O)(=O)NCc2cccs2)c1	-9%	-6%[59 µM]	-2%	7%	-20%	-1%	-1%	-5%	-10%
COC(=O)c1ccc(CNC(=O)Cn2cnnn2)cc1	-1%	17%	21%	-13%	9%	37%	-5%	28%	?
Cc1ccnc(SCc2ccc([N+](=O)[O-])cc2)n1	-2%	6%	1%	-1%	0%	-1%	?	-1%	-5%
CC(c1ccccc1)N1CC(C(=O)NC2CCCC2)CC1=O (stereo not drawn)	-4%	9%[59 µM]	12%	-9%	11%	0%	-16%	45%	-14%
COc1cc2nc(SCC(N)=O)n(CCC3=CCCCC3)c(=O)c2cc1OC	-2%	20%[59 µM]	22%	-1%	-13%	-3%	-18%	0%	-14%
CN(Cc1ccc(F)cc1)C(=O)c1cccc(S(=O)(=O)N2CCN(Cc3ccccc3)CC2)c1	.	5%[0.501 µM]	17%	-9%	-6%	-14%	.	.	-5%
OCC[C@H]1C[C@@H](O)[C@H](O)[C@@]2(CCc3ccccc3CO2)O1	.	-11%[2.33 µM]	11%	6%	16%	43%[activator]	.	.	-6%
COc1ccc(NC(=O)c2cc3c(=O)n(Cc4cccs4)ccc3nc2C)cc1	-3%	3%[59 µM]	12%	-13%	0%	.	-4%	1%	4%
CCOC(=O)CC1C(=O)NCCN1C1CCCC1 (stereo not drawn)	-3%	11%[0.501 µM]	73%[activator]	9%	0%	8%	-6%	36%[activator]	3%
N#Cc1ccc(CSCC(=O)O)cc1	2%	-6%[59 µM]	-20%	19%	-3%[60.1 µM]	-2%	-5%	-4%	12%
O=C(CCNC(=O)c1ccc(Cl)cc1)Nc1ccncc1	.	8%[59 µM]	30%[activator]	-6%	-4%	16%	.	.	-15%
CCC1(c2ccccc2)NC(=O)NC1=O (stereo not drawn)	3%	.	.	.	-5%[12 µM]	6%	4%	.	.

Overlap with the part before: 3 compounds, followed by the next part.
SMILES	BLM helicase inh	G9a inh	Pol iota inh	BAZ2B block	POLK inh	APE1 inh	Apoferritin bind	Pol beta inh	POLH inh
N#Cc1ccc(CSCC(=O)O)cc1	2%	-6%[59 µM]	-20%	19%	-3%[60.1 µM]	-2%	-5%	-4%	12%
O=C(CCNC(=O)c1ccc(Cl)cc1)Nc1ccncc1	.	8%[59 µM]	30%[activator]	-6%	-4%	16%	.	.	-15%
CCC1(c2ccccc2)NC(=O)NC1=O (stereo not drawn)	3%	.	.	.	-5%[12 µM]	6%	4%	.	.
CC(C)c1ccc(OCC(=O)NN2C(=O)c3ccccc3C2=O)c(Br)c1	-12%	.	17%	1%	-14%	-1%	?	-26%	-22%
O=C(COc1cc2oc(=O)c3c(c2cc1Cl)CCC3)NCc1ccccn1	-3%	9%[59 µM]	-16%	-13%	7%	19%	-3%	7%	4%
O=C(O)C1CCCCC1C(=O)Nc1cc(Cl)ccc1Cl (stereo not drawn)	-1%	-9%[0.0925 µM]	12%	3%	-7%	10%	?	11%	-12%
COc1ccc(CNC(=O)c2ccc3c(c2)nc2n3CCCCC2)c(OC)c1	-3%	27%[59 µM]	-5%	-1%	-11%[60.1 µM]	.	-2%	23%	-1%
Cc1ccc(-c2nnc3sc(-c4ccncc4)nn23)cc1	-7%	14%[12.7 µM]	-29%	-4%	-1%	16%	-17%	18%	-7%
C#CCOCCOCCOCCNc1nc(N2CCN(C(=O)[C@H]([C@@H](C)CC)n3cc([C@@H](N)CO)nn3)CC2)nc(N2CCN(C(=O)[C@H](Cc3cc4ccccc4[nH]3)n3cc([C@@H](N)Cc4ccc(O)cc4)nn3)CC2)n1	-2%	?	.	14µM*	.	2%	-13%	?	.
C=CCSc1nccc(=O)[nH]1	-5%	18%[59 µM]	109%[activator]	6%	-1%	-2%	5%	23%	-3%
Cc1ccc(NC(=O)CSCC(=O)NCc2ccco2)cc1	.	?	?	1%	1%	18%	.	.	-6%
CCC1(C)Cc2c(sc3nc(SC)n(Cc4ccccc4)c(=O)c23)CO1 (stereo not drawn)	-4%	1%	27%	-1%	-13%	1%	-13%	?	-21%
Cc1cc(C(C)(C)C)oc1C(=O)Nc1ccc(CC(=O)O)cc1	-1%	-1%	3%	-4%	1%	0%	-15%	-3%	-4%
CCOC(=O)C1=C(c2ccccc2)NC(=O)NC1c1ccc(OC)c(OC)c1 (stereo not drawn)	0%	13%	-16%	-14%	-6%	1%	-6%	19%	-8%
Cc1ccc2[nH]c3c(=O)n(CC(=O)NC(C)C)ncc3c2c1	-7%	-26%[59 µM]	-6%	14%[57.1 µM]	-8%	.	32%[activator]	8%	-19%
CSCCC(NS(=O)(=O)/C=C/c1ccccc1)C(=O)NCCc1ccc(S(N)(=O)=O)cc1 (stereo not drawn)	-1%	-1%	16%	-13%	-17%	?	-2%	1%	-2%
O=C(CC(c1ccco1)C1CCCCC1=O)c1ccco1 (stereo not drawn)	0%	56µM*	-26%	?	-22%	-7%	-18%	?	?
COc1ccc(N(CC(=O)NCCSCc2c(F)cccc2Cl)S(C)(=O)=O)cc1OC	3%	8%	24%	-5%	-14%	-2%	-4%	10%	-19%
CCCCOc1ccc(CN2CCSCC2)cc1	0%	.	-17%	5%	-9%	-3%	-16%	5%	-5%
Cc1nn(C)c(C)c1NS(=O)(=O)c1ccc(N2CCCC2=O)cc1	-5%	.	12%	-9%	-5%	-7%	-3%	33%	-12%
COc1cccc(/C=N/NC(=O)CO/N=C(\C)c2cccs2)c1OC	-4%	20%[59 µM]	18%	-5%	-2%	-1%	?	-4%	-2%
O=C(Nc1ncc(Cc2cccc(C(F)(F)F)c2)s1)c1ccc(-c2cccc([N+](=O)[O-])c2)o1	-3%	?	16%	-9%	-4%	-1%	-7%	0%[57.1 µM]	-7%
C[C@H](CCC(=O)O)C1CC[C@H]2C3CC[C@@H]4C[C@H](O)CC[C@]4(C)C3C[C@H](O)[C@]12C (stereo partly drawn)	.	30%[59 µM]	.	.	6%[19.4 µM]	2%	-7%	.	.
Cc1cc(C(F)(F)F)nc2c(Cl)c(C(C)(C)C)nn12	-9%	.	51%[activator]	2%	-3%	-1%	6%	-15%	-16%
Cc1ccc(SC(=O)COc2ccccc2C)cc1	-2%	277%[activator]	?	233%[activator]	0%	6%	-22%	1%	-3%
O=C(NCc1nc2ccccc2[nH]1)C1=C[C@H](c2ccccc2)C[C@H](OCCCCO)O1	-4%	-11%[59 µM]	5%	-11%	-12%	-1%	-9%	2%	-18%
O=C(CCCn1cc([N+](=O)[O-])cn1)Nc1cccnc1	-1%	-11%[59 µM]	28%	4%	6%	12%	0%	39%	-17%
Cc1csc(NC(=O)[C@@H]2CCCN2C(=O)c2cccs2)n1	-4%	2%	-14%	-12%	4%	7%	-8%	34%[activator]	-13%
O=C(Nc1cccc(S(=O)(=O)N2CCOCC2)c1)C1CCCCN1S(=O)(=O)c1ccccc1 (stereo not drawn)	.	16%	?	8%	-4%	-9%	.	.	-8%

Assay outcomes (PubChem)
